Source: PubChem BioAssay
Growth percent in the NCI-60 one-dose screen (48 h, 10 µM unless noted): 100 = growth as untreated, 0 = no growth, -100 = all killed.
OVCAR-5 = OVCAR-5 ovarian cancer | AID 1794783 | hit rate 2.9% among 82,000
OVCAR-8 = OVCAR-8 ovarian cancer; AID 1794782; hit rate 4.4% among 81,000
OVCAR-4 = OVCAR-4 ovarian cancer cells; hit rate 3.7% among 80,000
NCI-H522 = NCI-H522 lung cancer; hit rate 8% among 78,000; AID 1794739
OVCAR-3 = OVCAR-3 ovarian cancer. hit rate 7% among 79,000
NCI/ADR-RES = NCI/ADR-RES ovarian cells; hit rate 4.4% among 81,000
IGROV1 = IGROV1 ovarian cancer. hit rate 4.7% among 79,000. AID 1794786
NCI-H23 = NCI-H23 lung cancer | hit rate 4% among 80,000 | AID 1794731
SK-OV-3 = SK-OV-3 ovarian cancer cells; AID 1794785; hit rate 3.2% among 80,000
* hit, by the source's call; / = no result given; & = joins results of further samples. The calls were made as follows: active = growth percent below 10; inactive = the rest.

A first look, 11 compounds:
SMILES	OVCAR-5	OVCAR-8	OVCAR-4	NCI-H522	OVCAR-3	NCI/ADR-RES	IGROV1	NCI-H23	SK-OV-3
CCN(CC)Cc1cc(C=C2C(=O)N(C)C(=O)N(C)C2=O)cc(OC)c1O	99	101	104	101	107	106	100	99	/
CCN(CC)CCCC(Nc1c2ccc(Cl)cc2nc2ccc(OC)cc12)c1ccc(Cl)cc1 (centres undefined)	34	-38*	20	-69*	-18*	-13*	-15*	62	65
O=C(COc1ccccc1)OCCOc1ccccc1	85	110	117	107	119	108	111	103	113
O=C(c1ccccc1)c1cccnc1	102&95	98&99	98&105	99&62	102&106	91&98	116&107	82&104	106&75
Cc1cnc(Cl)nc1Sc1nc(N)nc2nc[nH]c12	97	115	90	107	99	104	114	101	101
CCn1c(O)c(N=Nc2ccc(S(N)(=O)=O)cc2)c2cc(Br)ccc21	102	98	103	82	107	98	101	98	111
Cc1ccc2oc(C)[n+](CCC(=O)O)c2c1	105	94	104	/	108	109	117	105	99
Clc1cc(Cl)cc(N2N=C(c3cccc(Nc4ccncc4)c3)CC2c2ccccc2)c1 (centres undefined)	80	2.4*	56	65	67	72	40	83	85
O=c1oc2ccccc2cc1-c1csc(N2N=C(c3ccccc3)CC2c2ccc(N3CCOCC3)cc2)n1 (centres undefined)	132	104	105	101	117	105	123	96	70
O=S(=O)(O)CCSSCCS(=O)(=O)O	133&107	107&101	109&106	102	120&124	106&103	124&122	97&100	124&110
CC(C)NCC(O)c1ccc(NS(C)(=O)=O)cc1 (centres undefined)	105	100	/	99	113	102	109	/	111

This part in full (from the top)
SMILES	OVCAR-5	OVCAR-8	OVCAR-4	NCI-H522	OVCAR-3	NCI/ADR-RES	IGROV1	NCI-H23	SK-OV-3
CCN(CC)Cc1cc(C=C2C(=O)N(C)C(=O)N(C)C2=O)cc(OC)c1O	99	101	104	101	107	106	100	99	/
CCN(CC)CCCC(Nc1c2ccc(Cl)cc2nc2ccc(OC)cc12)c1ccc(Cl)cc1 (centres undefined)	34	-38*	20	-69*	-18*	-13*	-15*	62	65
O=C(COc1ccccc1)OCCOc1ccccc1	85	110	117	107	119	108	111	103	113
O=C(c1ccccc1)c1cccnc1	102&95	98&99	98&105	99&62	102&106	91&98	116&107	82&104	106&75
Cc1cnc(Cl)nc1Sc1nc(N)nc2nc[nH]c12	97	115	90	107	99	104	114	101	101
CCn1c(O)c(N=Nc2ccc(S(N)(=O)=O)cc2)c2cc(Br)ccc21	102	98	103	82	107	98	101	98	111
Cc1ccc2oc(C)[n+](CCC(=O)O)c2c1	105	94	104	/	108	109	117	105	99
Clc1cc(Cl)cc(N2N=C(c3cccc(Nc4ccncc4)c3)CC2c2ccccc2)c1 (centres undefined)	80	2.4*	56	65	67	72	40	83	85
O=c1oc2ccccc2cc1-c1csc(N2N=C(c3ccccc3)CC2c2ccc(N3CCOCC3)cc2)n1 (centres undefined)	132	104	105	101	117	105	123	96	70
O=S(=O)(O)CCSSCCS(=O)(=O)O	133&107	107&101	109&106	102	120&124	106&103	124&122	97&100	124&110
CC(C)NCC(O)c1ccc(NS(C)(=O)=O)cc1 (centres undefined)	105	100	/	99	113	102	109	/	111
O=C1CCC(=O)N1CC(O)COc1ccccc1 (centres undefined)	109&90	106&108	100	99&110	102&110	116&108	111&101	109&113	114&105
Cc1cccc(NC(=O)C(C)C)c1	95	106	103	103	120	104	103	94	105
COc1cc(-c2cc(-c3ccc(Nc4ncnc5cc(Cl)ccc45)cc3)nc(N3CCCCC3)n2)cc(OC)c1OC	96	89	106	75	107	104	91	102	/
O=c1cc(-c2ccccc2)oc2cccc(O)c12	91	104	89	96	112	105	82	91	96
COc1ccc2c(c1OC)C(=O)O[C@H]2[C@H]1c2c(cc3c(c2OC)OCO3)CCN1C	96	96	105	92	124	85	102	93	111
CC1=CCC23CCC4C(C)(C)CCC[C@]45C[C@]24C1C[C@@H]1C(C)(C)OC(=C(C(C)C)C3=O)[C@@]14O5 (some centres undefined)	114	78	96	62	90	101	109	100	92
O=C(O)c1ccc(-c2nn(-c3ccc(C(=O)O)cc3)cc2CNc2ncccc2F)cc1	99	103	97	95	98	110	112	104	107
COc1ccc2c(c1)Sc1c(ccc3ccccc13)N2CCCN(C)C	102	77	79	64	82	80	73	69	81
CCOc1ccc2nc(N3CN(c4cc(OC)c(OC)c(OC)c4)c4ncccc4C3=O)sc2c1	109	106	99	92	98	101	110	95	105
CN(C)c1ccc(/C=C/c2ccnc3c(O)cccc23)cc1	35	8.4*	32	-11*	30	19	11	35	25
CCOC(=O)c1c(C)cc(=O)oc1C	101	111	108	115	121	104	99	101	103
CN(C)c1ccc(CNC(C(=O)c2ccccc2)c2ccccc2)cc1 (centres undefined)	110	96	99	85	114	101	98	98	103
CCN(CC)CCN1C(=O)c2cccc3c(-c4ccc(-c5nc6c7ccccc7c7ccccc7c6[nH]5)cc4)ccc(c23)C1=O	104	92	92	92	96	100	84	105	102
OCCN1CCOCC1	101	110	110	/	122	116	117	115	109
N#CCCN(CCC#N)S(=O)(=O)c1ccc(Nc2ccc(O)c3c2C(=O)c2ccccc2C3=O)cc1	99	72	85	93	105	86	/	80	65
O=C1CCc2ccc(OCCCCN3CCN(c4cccc(Cl)c4Cl)CC3)cc2N1	71	67	62	57	60	62	69	59	83
C[C@@H]1NC(=O)[C@H](Cc2ccccc2)N(Cc2cccc(O)c2)C1=O	99	103	109	93	104	104	105	99	100
CCSc1nc(O)cc(=O)[nH]1	99	104	98	229	110	105	461	108	105
Cc1cc(O)cc(-c2nn(C)cc2-c2cc(NC[C@@H](C)O)nc(-c3cccnc3)n2)c1	91	93	79	81	93	106	111	87	117
Cc1cc(Nc2ccc(Cl)cc2)n2nc(C(F)(F)F)nc2n1	95	77	88	94	65	106	107	88	107
CCNCCNc1cc(-c2ccc(C(F)(F)F)cc2)c(C#N)c2nc3ccccc3n12	-62*	-47*	-62*	-69*	-88*	-50*	-78*	-84*	-94*
COc1cc(NC(=O)C(C)Sc2nc3ccccc3c(=O)n2CCc2ccc(S(N)(=O)=O)cc2)cc(OC)c1OC (centres undefined)	103	103	100	88	106	102	110	101	107
CC(=O)Nc1ccc([N+](=O)[O-])cc1Cl	99	103	113	90	104	98	100	90	91
COc1ccc(Br)c2c1C(=O)CC2	98	106	107	43	103	110	/	109	112
O=c1[nH]c(=O)n2c(c1-c1ccccc1)OC(CBr)C2 (centres undefined)	107	106	105	97	112	/	107	98	112
CC(c1cc2ccccc2s1)N(O)C(N)=O (centres undefined)	116	105	89	/	105	107	107	99	89
COc1cc(Nc2nccc(-c3ccc(N4CCN[C@@H](C)C4)nc3)n2)cc(OC)c1OC	102	65	63	57	71	87	30	72	16
O=c1c2c3c(sc2n2c(=O)[nH]nc2n1Cc1ccccc1)CCCC3	104	97	101	91	102	101	100	97	90
Cc1c[n+](=O)c2ccccc2n1[O-]	104&106	104&101	123&108	88&78	111&122	96&99	91&94	91&92	86&89
C1=NN(c2ccccc2)C=NN1c1ccccc1	43	105	78	80	100	101	92	80	93
CN1CCC(C(=O)C(=O)O)C1=O (centres undefined)	112	105	98	107	106	105	112	101	104
Cc1cc(=O)[nH]c(SCC(=O)Nc2nc(-c3ccc(Cl)cc3)cs2)n1	121	105	100	78	109	106	103	95	99
CC(NC(=O)/C=C/c1ccco1)C(=O)NC(Cc1ccccc1)C(N)=O (centres undefined)	114	108	117	96	114	105	112	107	108
COc1cc(C(=O)C[n+]2ccccc2)ccc1OC(C)=O	105	102	97	98	106	111	107	106	97
COc1ccc(-c2cs/c(=N\N=C\c3ccc(Cl)cc3)n2-c2ccccc2)cc1	109	99	94	85	112	104	99	102	95
C[N+](C)(C)CCCC#CC[N+]1(C)CCc2ccccc2C1 (centres undefined)	96	112	104	100	104	105	102	96	103
COc1ccc(-c2nc3ccc(C)cc3c3c2c(=O)n(C)c(=O)n3C)cc1OC	97	107	122	107	111	92	108	99	109
N#Cc1c(-c2ccc(Cl)cc2)cc(-c2cc3ccccc3o2)nc1SCC(=O)c1ccccc1	101	105	95	83	99	98	63	88	95
O=C(Cc1ccccc1)c1ccc(O)c(F)c1	109	106	101	101	139	112	114	101	115
Fc1ccc2c(c1)Sc1ccccc1N2	96	97	100	91	/	98	102	99	108
Cc1cc(C)c2ccc(NC(=O)CCC(=O)O)nc2n1	100	97	103	108	109	99	102	/	97
O=[N+]([O-])c1ccccc1S(=O)(=O)n1ccc2nc(Cl)nc(Cl)c21	112	95	91	50	104	105	84	94	94
COc1ccc2c(c1)c(-c1nn3cc(-c4cccnc4)nc3s1)cn2C	85	65	81	95	/	72	85	75	122
O=C1NN(c2ccccc2)C(c2ccccc2)=N/C1=C\c1cn(-c2ccccc2)nc1-c1ccccc1	89	98	102	87	114	100	98	99	104
CCOCc1cc(C(C)(C)C)ccc1O	105	95	103	78	115	103	107	103	98
Cc1cc(CC(O)(C(F)(F)F)C(F)(F)F)cc(CC(O)(C(F)(F)F)C(F)(F)F)n1	106	103	95	88	103	95	100	98	108
COc1ccc(-c2nnc(Cn3cnnc3)o2)cc1	94	/	105	104	112	87	103	84	102
COC(=O)/C(CCC=C(C)C)=C1\[C@@H](OC(C)=O)C[C@@]2(C)[C@H]1C[C@@H](O)[C@H]1[C@@]3(C)CC[C@H](NCc4ccccc4)[C@@H](C)[C@@H]3CC[C@@]12C	89	76	61	80	70	65	70	81	/
CC(C)(Cc1ccc([N+](=O)[O-])cc1)[N+](=O)[O-]	104	105	98	95	122	104	104	102	107
Continuation.
SMILES	OVCAR-5	OVCAR-8	OVCAR-4	NCI-H522	OVCAR-3	NCI/ADR-RES	IGROV1	NCI-H23	SK-OV-3
CN1CCN(CC(=O)N2c3ccccc3C(=O)Nc3cccnc32)CC1	/	106	106	111	117	102	104	104	113
c1cc(-c2nnc(SSc3ncnc4nc[nH]c34)o2)ccn1	40	20	63	6.7*	31	27	48	43	33
N#CC(C#N)=C(C#N)NCc1ccco1	105	99	99	65	103	102	104	91	111
COc1cc2c(cc1OC)C1c3ccc(OC)c(OC)c3OCC1(O)C2 (centres undefined)	184	119	95	86	97	164	105	153	107
CCS(=O)(=O)Nc1ccc(C(=O)CC2(O)C(=O)Nc3ccc(F)cc32)cc1 (centres undefined)	97	99	97	102	/	97	83	93	94
COc1ccc(-c2cc(-c3ccc(Cl)cc3)nc(SCCCC(=O)NO)n2)cc1OC	1.5*	14	19	-5.4*	6.9*	-31*	-1.8*	-8.9*	0.0*
CN(C)c1ccc(-c2ccncc2)cc1	105	101	94	87	100	106	/	100	97
O=C(NCCNCc1ccccc1)c1ccccc1	83	104	93	94	98	90	76	96	101
C=CCCN1CCCC1	92	103	94	79	105	99	97	90	99
Cc1cc(C)c(C#N)c(OCc2ccc(Cl)cc2)n1	78	92	91	84	90	92	69	75	84
NC(CCl)=NCCCC[C@H](N)C(=O)O	92	97	96	96	107	102	104	98	102
COc1ccc(-c2nnc3ccc(NNC(C)=O)nn23)cc1	108	109	111	107	98	108	106	105	127
O=C1CCC23OC(O)C(O)C2C(O)c2ccccc2N13 (centres undefined)	113	105	118	92	123	101	100	104	114
C[N+](C)(C)CCOC(N)=O	111&101	100&101	111&112	106&101	108&121	111&113	107&108	103&106	103
S=C(S)Nc1cccc(Cl)c1	101	97	77	95	89	94	90	93	79
CC(=O)Nc1ccc2c(c1)-c1ccc(F)cc1C2=O	101	104	/	102	119	104	79	96	103
C=C(CC(=O)OC)C(=O)O	97	97	94	94	113	107	109	100	99
COc1ccc(Cn2c(Br)c3c(c2-c2ccccc2)CCc2sc(N)nc2-3)cc1	110	91	/	33	99	98	106	98	120
COc1cc(C2=NN(c3ccc(Cl)cc3)C(c3cccc(Nc4ccnc5cc(C(F)(F)F)ccc45)c3)C2)cc(OC)c1OC (centres undefined)	95	92	87	85	81	84	91	90	83
Cc1cc(Br)c(NC(=O)c2c(-c3c(Cl)cccc3Cl)noc2C)c(Br)c1	115	94	98	74	100	95	24	96	108
O=C(Cc1c(-c2ccccc2[N+](=O)[O-])n(-c2ncnc3c2c(-c2ccccc2)c(-c2ccccc2)n3Cc2ccccc2)[nH]c1=O)c1ccc(Cl)c(Cl)c1	55	26	19	-10*	14	51	25	9.6*	39
COc1cc2nc3sc4c(n3c(=O)c2cc1OC)C(=O)N(c1ccc(C(=O)OC(C)C)cc1)C4=O	89	99	112	88	95	99	91	103	140
CCN(CC)CCCNCCCNc1cc(OC)cc2cccnc12	95	89	-62*	93	33	93	74	94	111
CCCCC(CC)CN(CC(CC)CCCC)N=O (centres undefined)	116	116	103	100	108	101	104	100	102
OC(C(F)(F)F)C(F)(F)Cl (centres undefined)	111	107	100	98	114	108	108	108	109
COc1cc(NC(=O)N2CCN(C)CC2)ccc1-c1ccc(NC(=O)N2CCN(C)CC2)cc1OC	100	97	114	92	98	102	100	101	105
O=C(Cn1nnc2ccccc21)Nc1ccc(-c2nc3ccccc3s2)cc1	104	98	72	79	90	96	98	81	104
Cc1ccc(C(=O)c2ccc3nc(-c4ccc(Cl)cc4)n(C)c3c2)cc1	107	96	102	92	94	98	80	/	75
CC(C)Oc1nc(-c2cccnc2)nc2c1sc(=S)n2-c1ccccc1	100	95	94	86	102	104	97	97	87
NC1=NC(c2ccc(F)cc2)c2c(n[nH]c2N)N1 (centres undefined)	99	102	/	70	99	105	74	90	92
